TRb-SRC2 inh: qHTS for Inhibitors of the Interaction of Thyroid Hormone Receptor and Steroid Receptor Coregulator 2. Thyroid hormone receptor beta (Homo sapiens), P10828. TRbeta-SRC2 peptide binding, fluorescence polarization; receptor liganded with 1 µM T3. 280,000 compounds, 0.065% hits. Potency, µM (titrated, usually from 106 µM), inactives show top-dose activity change, negative = inhibition, actives largely listed as inhibitors;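 further: plate controls were bound peptide for no effect and peptide without receptor for full effect; nearly all actives have a fitted effect of over 50% in size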
Target sequence (P10828 whole entry, looked up): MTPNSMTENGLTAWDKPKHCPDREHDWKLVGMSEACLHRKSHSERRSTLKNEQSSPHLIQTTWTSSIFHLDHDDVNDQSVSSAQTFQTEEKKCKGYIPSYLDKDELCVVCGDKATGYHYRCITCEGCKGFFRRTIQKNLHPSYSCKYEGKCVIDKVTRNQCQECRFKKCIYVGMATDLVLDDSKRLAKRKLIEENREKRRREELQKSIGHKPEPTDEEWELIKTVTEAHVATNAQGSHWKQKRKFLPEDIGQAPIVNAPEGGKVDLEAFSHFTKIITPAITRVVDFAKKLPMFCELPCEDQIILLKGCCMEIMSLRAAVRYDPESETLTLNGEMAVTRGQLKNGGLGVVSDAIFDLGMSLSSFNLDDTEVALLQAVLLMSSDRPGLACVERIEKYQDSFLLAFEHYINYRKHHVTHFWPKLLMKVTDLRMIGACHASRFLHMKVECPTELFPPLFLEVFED
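Binding of a 20-amino-acid Texas Red SRC2 peptide (20 nM) to TRb ligand-binding domain (0.6 uM) with agonist T3 at 1 uM was followed by fluorescence polarization after a 5 hr room-temperature incubation.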
HTT ATP protect: qHTS Multiplex Assay to Identify Dual Action Probes in a Cell Model of Huntington: Cytoprotection (ATP). 230,000 compounds, 0.14% hits. PC12 HTT-Q103 induced, cytoprotection, ATP luminescence, 40 h. Potency, µM (top dose mostly 56.4 µM), for inactives: cytoprotection (ATP increase), usual class: activators;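 further: % of control where 0% means no effect; nearly all actives have a fitted effect of over 45% in size; toxic huntingtin expression switched on by the ecdysone agonist tebufenozide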
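Rat PC12, Q103 Htt exon1-GFP fusion, ecdysone promoter; tebufenozide inducer 100 nM final; compound titration; qHTS, 1500 cells/well; ATPlite luminescent read.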
TR SRC2 fluor cs: Total Fluorescence Counterscreen for Inhibitors of the Interaction of Thyroid Hormone Receptor and Steroid Receptor Coregulator 2; TRb/SRC2 Texas Red total fluorescence interference; Potency, µM (highest dose often 106 µM), for inactives: at the top dose fluorescence change, negative = quenching; 280,000 compounds, 0.29% hits; active means well fitted curve in either direction with a large enough effect; inconclusive means small, poorly fitted or top-dose-only effect; further: on the % scale 0 is the no-effect control and ±100 the full control effect
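Human TRb ligand-binding domain at 0.6 uM with 20 nM Texas Red SRC2 peptide in Tris buffer containing 1 uM T3 and 5% DMSO, incubated with compound 5 h at ambient temperature. Total fluorescence (555/632 nm) calculated as parallel + 2 × perpendicular.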
L3MBTL1 block: qHTS Assay for the Inhibitors of L3MBTL1. Potency, µM (titrated, usually from 57.1 µM), without a hit: at the highest dose activity, negative = inhibition, most hits filed as inhibitors. AlphaScreen L3MBTL1–H3K9me1 peptide binding. 230,000 compounds, 0.66% hits. Lethal(3)malignant brain tumor-like protein 1 (Homo sapiens), Q9Y468. AID 485360, 2010; further: on the % scale 0 is the no-effect control and ±100 the full control effect; nearly all actives have a fitted effect of over 60% in size
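AlphaScreen proximity signal between nickel-chelate acceptor and streptavidin donor beads (final 10 ug/mL) reports binding of 50 nM L3MBTL1 to 75 nM biotin-H3 K9me1 peptide; complex incubated with compounds 30 min at room temperature; cefsulodin titration as control.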
Tau fibril ThT: qHTS for Inhibitors of Tau Fibril Formation, Thioflavin T Binding; recombinant tau K18 P301L, heparin-induced fibrillization, ThT fluorescence; 270,000 compounds, 2.1% hits; Microtubule-associated protein tau (Homo sapiens), P10636; Potency, µM (top dose mostly 57.4 µM), inactives show top-dose activity, negative = inhibition, usual class: inhibitors; further: on the % scale 0 is the no-effect control and ±100 the full control effect; nearly all actives have a fitted effect of over 55% in size
Target sequence (P10636 561-689 P618L limits assumed): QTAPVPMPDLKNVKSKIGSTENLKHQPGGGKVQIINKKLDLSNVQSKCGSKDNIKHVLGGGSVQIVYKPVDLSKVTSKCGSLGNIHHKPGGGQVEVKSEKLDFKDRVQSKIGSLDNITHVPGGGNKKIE
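Recombinant human tau K18 fragment […] carrying P301L, 15 uM unlabeled plus 0.24 uM Alexa 594-labeled, was fibrillized with 20 uM heparin in 100 mM sodium acetate pH 7 for 6 hr at 37 C; 30 uM ThT fluorescence read after 1 hr.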
RECQ1 helicase: qHTS Assay for Inhibitors of RecQ-Like Dna Helicase 1 (RECQ1). 240,000 compounds, 0.54% hits. ATP-dependent DNA helicase Q1 (Homo sapiens), P46063. RECQ1 DNA unwinding, red fluorescence kinetic read. Potency, µM (highest dose often 57.3 µM), for the others: at the top dose activity, negative = inhibition, most hits filed as inhibitors;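 further: plate controls were vehicle for no effect and no enzyme for full effect; nearly all actives have a fitted effect of over 30% in size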
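RECQ1T1 50 nM; forked duplex (20 bp + 30-nt ss tails) 200 nM, ATP 2 mM final; pH 8.0, 2 mM MgCl2, 2.5 ug/ml poly(dI-dC); 15 min compound preincubation; discontinuous kinetic read over 2 h at RT.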
Tau fluor counter: Counterscreen qHTS for Inhibitors of Tau Fibril Formation, Fluorescence Polarization. tau K18 P301L (four-repeat tau fragment) Alexa594 fluorescence, heparin fibrillization. Potency, µM (series often up to 57.7 µM), without a hit: top-dose activity change, negative = decrease. 280,000 compounds, 0.93% hits; further: on the % scale 0 is the no-effect control and ±100 the full control effect; nearly all actives have a fitted effect of over 55% in size
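Human K18 P301L tau (15 uM unlabeled plus 0.24 uM Alexa 594-labeled, final) in 100 mM sodium acetate pH 7 was mixed with compound and 20 uM heparin and incubated 6 hr at 37 C.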
Tau FP inhib: qHTS for Inhibitors of Tau Fibril Formation, Fluorescence Polarization. Microtubule-associated protein tau (Homo sapiens), P10636. K18 P301L tau heparin fibrillization, Alexa594 FP, 6 h. Potency, µM (highest dose often 57.7 µM), for the others: top-dose activity, negative = inhibition, most hits filed as inhibitors. 280,000 compounds, 0.39% hits. AID 1468, 2008; further: on the % scale 0 is the no-effect control and ±100 the full control effect; nearly all actives have a fitted effect of over 55% in size
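Steps: dispense K18 P301L tau (15 uM plus 0.24 uM Alexa 594 tracer, final) in pH 7 sodium acetate; add compound; add heparin (20 uM final); incubate 6 hr, 37 C; add ThT (30 uM final); after 1 hr ambient, read FP.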
Starred values were filed as active, the others as inactive; i = inactive; ? = inconclusive; . = no result given; [ ] = remark or other dose. Unless noted, the call rests on the fitted dose curve; in most records, active means well fitted curve in the direction sought with a large enough effect; inconclusive means small, poorly fitted or top-dose-only effect, or another doubt; inactive means no such curve, though single readings can be large; an effect the other way counts as inactive or inconclusive. Potency means the concentration at half of the fitted maximal effect.

Structure	RECQ1 helicase	HTT ATP protect	Tau fluor counter	TRb-SRC2 inh	L3MBTL1 block	TR SRC2 fluor cs	Tau FP inhib	Tau fibril ThT
Cc1cn2c(=O)c(S(=O)(=O)N3CCN(c4cc(Cl)ccc4C)CC3)c(C)nc2s1	.	.	-8%	-4%	.	0%	-4%	-6%
Cc1oc(CC(C)C)c(CN2CCCC2)c1C(=O)O	7%	10%	1%	-8%	.	3%	-2%	-1%
C=CCN(CC=C)C(=O)CCc1nnc(CCc2c[nH]c3ccccc23)o1	i	14%[10 µM]	-15%	7%	2%	-1%	-7%	-10%
O=C(O)c1ccccc1NC(=O)N1c2ccccc2Sc2ccccc21	.	.	?	5%	.	-5%	?	?
COc1ccc(/C=N/NC(=O)CCCCCNC(=O)c2ccccc2)cc1	-1%	24%[10 µM]	-4%	3%	-16%	8%	-1%	-14%
Cc1ccc(C)c(N2CCN(C(=O)c3cccn4c(=O)c5ccccc5nc34)CC2)c1	.	.	-14%	4%	.	-24%	9%	-11%
Cc1ccc(C(=O)N2CCN(S(=O)(=O)c3ccccc3[N+](=O)[O-])CC2)o1	-2%	-15%	-11%	6%	-9%	-3%	-6%	-9%
CCOC(=O)C1=C(C)N(CC(C)C)C(=O)/C1=C\c1cccs1	i	22%[10 µM]	-20%	0%	-19%	-2%	-3%	?
CS(=O)(=O)N1CCC(C(=O)Nc2cc(Cl)cc(Cl)c2)CC1	-17%	-43%[inhibitor]	-16%	2%	.	-2%	-15%	-3%
CCOc1ccc(CCNC(=O)C2CCN(C(=O)N3CC(CC)Oc4ccccc43)CC2)cc1 (configuration not stated)	.	.	-2%	1%	.	?	-1%	-2%
Cc1ccc(OCC(=O)NNC(=O)c2cc3ccccc3o2)cc1	-9%	10%	0%	1%	0%	-2%	-6%	-13%
COCCn1c(=NC(=O)c2cc(Cl)sc2Cl)sc2cc(S(N)(=O)=O)ccc21	-9%	7%[10 µM]	-13%	-4%	1%	1%	?	11%

Continued (2 carried over from the part before).
Structure	RECQ1 helicase	HTT ATP protect	Tau fluor counter	TRb-SRC2 inh	L3MBTL1 block	TR SRC2 fluor cs	Tau FP inhib	Tau fibril ThT
Cc1ccc(OCC(=O)NNC(=O)c2cc3ccccc3o2)cc1	-9%	10%	0%	1%	0%	-2%	-6%	-13%
COCCn1c(=NC(=O)c2cc(Cl)sc2Cl)sc2cc(S(N)(=O)=O)ccc21	-9%	7%[10 µM]	-13%	-4%	1%	1%	?	11%
CCN(CC)CC(=O)Nc1ccc(C)cc1Br	2%	6%	3%	3%	18%[11.4 µM]	-1%	-5%	?
COc1ccccc1Cc1nc2ccccc2[nH]c1=O	.	.	-9%	-2%	.	-2%	-2%	-3%
CS(=O)(=O)c1ccc(C(=O)OCc2nnc(-c3ccc(Cl)cc3)o2)cc1[N+](=O)[O-]	i	-50%[inhibitor]	?	-15%	.	-4%	7%	?
COC(=O)c1ccc(C(=O)OC)c(NC(=O)C(C)C)c1	-13%	6%	-15%	-4%	.	0%	4%	-12%
CC(NC(=O)C(=O)N/N=C\c1ccc([N+](=O)[O-])cc1)c1ccccc1 (configuration not stated)	-1%	24%[10 µM]	-20%	1%	14%	-1%	4%	-19%
CC1=Nc2cccc([N+](=O)[O-])c2NC(=O)C1	-17%	-24%	-4%	0%	5%	-1%	3%	-6%
COc1ccc(-c2nc3c(c4c2C[C@H](c2ccccc2)OC4)CN(S(=O)(=O)c2ccc(C)cc2)CC3)c(C)c1	i[11.5 µM]	-4%[10 µM]	6%[11.6 µM]	0%[11.2 µM]	.	-7%[11.2 µM]	0%[11.6 µM]	8%[11.5 µM]
Cc1ccc(C(C)C)n1C(=O)OC(C)(C)C	2%[11.5 µM]	-5%[10 µM]	-9%[11.6 µM]	0%[11.2 µM]	.	-8%[11.2 µM]	2%[11.6 µM]	-12%[11.5 µM]
Cc1nn(C)c(Cl)c1CN1CCC(CO)(CCOc2ccccc2)CC1	9%	33%[10 µM]	9%	9%	?	-1%	11%	4%
CCN(CC)CCN1C(=O)C(=O)/C(=C(/O)c2c(C)[nH]c(C(=O)OC)c2C)C1c1ccccc1 (configuration not stated)	-3%	-23%	0%	1%	10%	0%	2%	-1%
COc1ccc(OC)c2[nH]c(=O)c(CCNS(=O)(=O)c3ccc(C)cc3)cc12	4%	1%	-8%	4%	-13%	-5%	1%	-6%
Cc1noc(C)c1S(=O)(=O)Nc1cc(C(F)(F)F)ccc1N1CCOCC1	7%	3%[10 µM]	-14%	-1%	5%	-3%	1%	-6%

Continued.
Structure	RECQ1 helicase	HTT ATP protect	Tau fluor counter	TRb-SRC2 inh	L3MBTL1 block	TR SRC2 fluor cs	Tau FP inhib	Tau fibril ThT
COCCn1c(SCC(=O)c2ccc3c(c2)OCCO3)nnc1C(C)C	-16%	-10%[10 µM]	-6%	-4%	8%	-6%	-15%	?
CCOc1ccccc1CNC(=O)CCCN1C(=O)CCn2nc(-c3cccn3C)cc21	.	.	-9%	2%	.	-6%	0%	-7%
COc1ccc(NC(=O)c2cccc(N3CCCS3(=O)=O)c2)cc1OC	.	.	0%	4%	.	-2%	2%	3%
Fc1ccc(-c2nnc3sc(C4COc5ccccc5O4)nn23)cc1 (configuration not stated)	-2%	2%[0.074 µM]	-12%	-8%	-5%	-1%	-2%	?
O=C(Nc1ccccc1C(=O)OCC(=O)N1CCc2ccccc2C1)c1ccco1	-15%	-12%	-17%	-18%	25%	1%	2%	-3%
CCOc1ccccc1OCC(=O)NCCc1ccc(S(N)(=O)=O)cc1	i	.	5%	-2%	1%	-1%	8%	7%
COc1ccc(C(=O)c2cn(Cc3ccccc3F)c3ccc(F)cc3c2=O)cc1	.	.	-10%	4%	.	-5%	2%	-5%
C/C(CCc1ccco1)=N\NC(=O)CNc1cccc2ccccc12	-15%	-4%	-26%	-10%	.	-3%	3%	?
N#Cc1ccc(CS(=O)(=O)c2ccccc2)cc1	0%	-1%	-13%	12%	.	-2%	?	-3%
CNC(=O)C1Cc2ccccc2CN1S(=O)(=O)c1cccs1 (configuration not stated)	-3%	10%[10 µM]	4%	-6%	7%	0%	5%	3%
Cc1ccc(O)c(C(CC(=O)NCc2cccnc2)c2ccccc2)c1 (configuration not stated)	10%	-17%	-2%	-3%	-6%	-4%	-5%	-2%
O=C1C2ON(c3ccccc3)C(c3cccnc3)C2C(=O)N1Cc1ccccc1 (configuration not stated)	-12%	8%	-10%	1%	-7%	3%	-4%	1%

The listing continues:
Structure	RECQ1 helicase	HTT ATP protect	Tau fluor counter	TRb-SRC2 inh	L3MBTL1 block	TR SRC2 fluor cs	Tau FP inhib	Tau fibril ThT
CCCC(C)NS(=O)(=O)c1ccccc1 (configuration not stated)	1%	-14%	2%	-6%	-8%	-2%	3%	1%
O=C(Cn1nc(N2CCN(c3ccccc3)CC2)ccc1=O)NCc1cccc(Cl)c1	.	.	-23%	5%	.	0%	4%	-17%
COc1nc(NCc2ccc(Cl)cc2)nc(OC)n1	-15%	-5%[10 µM]	-5%	-18%	4%	2%	-1%	-4%
COc1ccc(/C=N/NC(N)=S)cc1OC(=O)c1ccccc1	-1%	-5%	-28%	-1%	.	0%	-7%	-20%
CCOC(=O)c1nn(-c2ccc(Cl)cc2)c2nc(Nc3ccccc3)cc(=O)n12	i	-4%	-17%	-10%	.	-3%	2%	-7%
Cc1ccc(CNC(=O)Cn2cnc3cc([N+](=O)[O-])ccc3c2=O)cc1	i	-4%	-22%	-2%	7%	-1%	11%	?
COCCSc1nc(N)c(NC(=O)c2ccc(OC)cc2)c(=O)[nH]1	i	-18%	0%	-2%	.	-6%	2%	2%
Cc1nn(C)c(C)c1CN(C)C(=O)CCCC(=O)O	-3%	3%[10 µM]	3%	-3%	-1%	-9%	8%	0%
COc1ccccc1CNCc1ccc(OC)c(OC)c1OC	-10%	-12%[1.9 µM]	-4%	-8%	2%	0%	-4%	-3%
O=C(Nc1ccc(Br)cc1F)c1cc2nc(-c3ccco3)cc(C(F)(F)Cl)n2n1	.	.	-8%	2%	.	3%	1%	-11%
O=C(c1ccccc1)N1CCN(Cc2c[nH]c3ccccc23)CC1	-5%	18%	-1%	2%	-2%	0%	-2%	-3%
c1ccc2c(c1)nc(N1CCOCC1)c1c3ccccc3[nH]c21	-7%	-19%[0.074 µM]	?	3%	0%	-3%	-13%	-5%

More structures follow:
Structure	RECQ1 helicase	HTT ATP protect	Tau fluor counter	TRb-SRC2 inh	L3MBTL1 block	TR SRC2 fluor cs	Tau FP inhib	Tau fibril ThT
COc1ccc(N2CCN(CCCNC(=O)CCCn3c(=O)[nH]c4ccsc4c3=O)CC2)cc1	-15%	-7%	-8%	-6%	-6%	-1%	0%	-12%
COc1ccc(NC(=O)C2CCC(CNS(=O)(=O)c3ccc(Br)s3)CC2)cc1OC (configuration not stated)	.	.	-23%	-4%	.	1%	-17%	-13%
Cc1ccc2ccccc2[n+]1CCCS(=O)(=O)[O-]	0%	0%	1%	8%	-10%	2%	-3%	-8%
N#Cc1ccccc1Sc1ccccc1C(=O)Nc1ccc2ccccc2c1	0%	-13%[10 µM]	-5%	-6%	7%	0%	-3%	-2%
O=C(O)CCCCCn1c(O)c(C=C2N=c3ccccc3=N2)sc1=S	-3%	11%[1.9 µM]	?	1%	-6%	-19%	18%	13µM*

High-throughput results deposited in PubChem by National Center for Advancing Translational Sciences (NCATS).

Only part of the results is shown (hit frequency here may not be typical).
